CCHF vOTU inh – blocks the CCHF virus ovarian tumor domain protease. CCHFV vOTU protease, Pep-AMC fluorescence. inhibition, % at 11.5 µM. 370,000 tested, 0.55% active. AID 651958; also: 0% = vehicle wells with enzyme and 100% = no enzyme wells
GDH-TPI counter – inhibits GDH-TPI coupling enzymes, artifact for Mtb FBA screen; inhibition, % at 4.8 µM; GDH-TPI coupled enzyme counterscreen, NADH absorbance; 360,000 tested, 1.2% active; AID 588335;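 also: 0% = DMSO wells and 100% = wells lacking the enzyme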
BoNT-F LC inh – blocks Botulinum neurotoxin F light chain protease; Multiplex microsphere protease cleavage assay, flow cytometry; inhibition, % at 10 µM; 360,000 tested, 0.22% active; AID 588497; in the data active = inhibition above about 35%, passing the limit was not always enough; inconclusive = no clear call, values can overlap the other calls; also: plate controls were buffer without enzyme for full effect and enzyme alone for no effect
BoNT-A LC inh2 – BoNT A light chain protease inhibition. multiplex microsphere protease substrate cleavage, flow cytometry. inhibition, % at 10 µM. 360,000 tested, 0.17% active. AID 588499; in the data active = inhibition above about 30%; inconclusive = no clear call, values can overlap the other calls; also: plate controls were buffer without enzyme for full effect and enzyme alone for no effect
FadD28 FP inh – inhibitors of Mycobacterium tuberculosis FadD28 bisubstrate binding; FadD28 bisubstrate probe binding, fluorescence polarization; inhibition, % at 12.5 µM; 360,000 tested, 0.22% active; AID 588549; in the data active = inhibition above about 8.5%, passing the limit was not always enough; inconclusive = no clear call, values can overlap the other calls
Mtb UGM inh – blocks M. tuberculosis UGM enzyme; P9WIQ1; purified UGM, fluorescence polarization probe displacement; inhibition, % at 10 µM; 320,000 tested, 0.06% active; AID 504406; in the data active = inhibition above about 10%, passing the limit was not always enough; inconclusive = no clear call, values can overlap the other calls
Target sequence (P9WIQ1 whole entry, looked up): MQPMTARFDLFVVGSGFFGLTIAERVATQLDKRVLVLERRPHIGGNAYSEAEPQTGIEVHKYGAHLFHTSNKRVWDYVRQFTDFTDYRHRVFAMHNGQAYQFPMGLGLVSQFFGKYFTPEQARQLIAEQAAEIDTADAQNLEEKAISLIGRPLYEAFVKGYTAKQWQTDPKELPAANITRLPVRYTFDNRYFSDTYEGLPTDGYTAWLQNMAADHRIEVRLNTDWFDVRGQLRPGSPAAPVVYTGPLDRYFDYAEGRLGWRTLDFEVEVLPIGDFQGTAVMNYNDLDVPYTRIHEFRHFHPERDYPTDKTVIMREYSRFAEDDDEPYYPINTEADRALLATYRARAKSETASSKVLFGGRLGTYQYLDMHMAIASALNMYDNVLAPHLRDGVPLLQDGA
BioA inh – blocks M. tuberculosis BioA enzyme activity; purified M. tuberculosis BioA enzyme, plate reader; inhibition, % at 9.99 µM; 360,000 tested, 0.096% active; AID 602481; in the data active = inhibition above about 40%; inconclusive = no clear call, values can overlap the other calls
Mtb FBA inh – inhibits M. tuberculosis FBA enzyme; P9WQA3; purified M. tuberculosis FBA, fluorescence read-out; inhibition, % at 1 µM; 360,000 tested, 2.3% active; AID 588726; in the data active = inhibition above about 27%;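 also: 0% = vehicle and 100% = reference inhibitor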
Target sequence (P9WQA3 whole entry, looked up): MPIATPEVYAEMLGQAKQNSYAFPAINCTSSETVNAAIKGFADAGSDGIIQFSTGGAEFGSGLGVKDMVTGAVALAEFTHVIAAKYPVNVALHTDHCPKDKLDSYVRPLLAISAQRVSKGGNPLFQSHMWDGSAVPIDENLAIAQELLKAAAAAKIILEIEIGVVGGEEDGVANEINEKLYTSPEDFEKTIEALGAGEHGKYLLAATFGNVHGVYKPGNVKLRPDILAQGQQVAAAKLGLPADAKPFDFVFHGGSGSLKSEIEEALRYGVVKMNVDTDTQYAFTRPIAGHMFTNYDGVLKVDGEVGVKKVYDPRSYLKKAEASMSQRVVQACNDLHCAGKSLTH
PrPC surface inh – reduces human prion protein on the cell surface; cell surface PrPC, TR-FRET read-out; inhibition, % at 13.8 µM; 370,000 tested, 0.43% active; in the data active = inhibition above about 24%; also: 0% = median of the test wells and 100% = reference compound wells
An asterisk follows results filed as active; ? = inconclusive; . = not tested or not shown; & = joins results of further samples. Rule as the data show it, unless noted: active = inhibition above about 30%; inactive = the rest.

SMILES	CCHF vOTU inh	GDH-TPI counter	BoNT-F LC inh	BoNT-A LC inh2	FadD28 FP inh	Mtb UGM inh	BioA inh	Mtb FBA inh	PrPC surface inh
O=C(NC(=S)Nc1nc(-c2ccc([N+](=O)[O-])cc2)cs1)c1ccco1	-5	8	5	0.0	-3.8	-4.5	1.4	-2	1
CC1CCc2[nH]c3ccc(C(=O)NCCCOC(C)C)cc3c2C1 (configuration not stated)	-4	-1	-2	-1.4	1.6	0.1	.	5	4
O=c1cc(O)n(C2CCCCCC2)c(=O)[nH]1	-4	6	11	-1.9	.	0.3	-0.1	0	-5
CCOC(=O)C1CCCN(C(=O)C2CCN(S(=O)(=O)c3cnc[nH]3)CC2)C1 (configuration not stated)	1	7	-20	0.1	-1.7	-0.6	-0.7	1	4
COc1ccc2cc(C(=O)C3CCCN(C(=O)c4cnn(C(C)C)c4)C3)ccc2c1 (configuration not stated)	-97	14	2	-0.3	-2.6	-1.4	2.9	105*	5
NC(CSCc1ccccc1)C(=O)Nc1ccc([N+](=O)[O-])cc1 (configuration not stated)	.	.	-8	-0.4	-2.2	.	.	1	.
CCc1cc(=O)[nH]c(SCC(=O)Nc2cc(C)on2)n1	-4	4	-5	-2.3	-1.7	-0.7	-1.1	1	-3
Cc1csc(=O)n1CC(=O)OCC(=O)NC(C)c1ccc(F)cc1 (configuration not stated)	2	2	-3	-0.3	0.3	-0.6	-3.0	1	-5
O=C(COc1ccc(/C=N/NC(=O)CSCc2ccc([N+](=O)[O-])cc2)cc1)NCc1ccco1	4	10	-5	-1.1	1.3	1.2	.	-2	-10
CC(C)(C)S(=O)(=O)N1C[C@H]2C(=CC[C@@H]3C(=O)N(c4ccccc4)C(=O)[C@@H]32)[C@H]1CCO	5	-1	-4	0.5	-5.1	.	-1.7	-2	6
Oc1ccccc1/C=N/Nc1ccccc1	-11	8	-3	-0.7	1.3	0.9	.	3	2
O=C(COC(=O)Cc1ccc(F)cc1)NCc1ccco1	-5	-2	3	0.4	-2.1	1.2	.	5	-2
COc1ccc(COc2cccnc2N)cc1	-8	12	?	0.9	0.2	1.2	-1.2	1	4
NS(=O)(=O)c1cc(C(=O)OCC(=O)NC2CCCCCCC2)ccc1Cl	2	-6	-4	-1.9	-4.0	.	4.7	-1	3
Cc1ccc(-n2nc3ccc(N)cc3n2)cc1Cl	-76	6	-24	-3.7	0.0	2.6	-0.1	28*	-8
COc1ccc(S(=O)(=O)Nc2cccc3c2O[C@H](CN(C)Cc2ccc(Oc4ccccc4)cc2)[C@@H](C)CN([C@H](C)CO)C3=O)cc1	-8	2	-5	-0.2	-6.4	1.0	-0.1&-0.4	0	6
Cc1nn(C)c(C)c1S(=O)(=O)Nc1ccc2c(c1)OCO2	3	2	-2	0.6	-1.0	-1.3	1.6	7	0
CS(=O)(=O)c1ccc(Cl)c(NC(=O)Cc2ccsc2)c1	9	2	0	0.2	-0.5	0.3	-0.3	0	2
CC(C)Cn1nc(NC(=O)c2ccco2)c2cc3ccccc3nc21	1	9	-2	0.1	-2.1	-0.1	.	11	-24
CCOC(=O)c1ccc(NC(=O)/C=C/c2cccs2)cc1	23	32*	1	0.5	-6.2	3.1	.	-1	4
NS(=O)(=O)c1ccc(NC(=O)c2cccc(N3C(=O)c4ccccc4C3=O)c2)cc1	4	-2	0	-0.8	1.8	-0.6	-2.1	1	0
COc1cccc(CN2C(=O)C(C)N(C(=O)c3c(F)cccc3F)c3ccccc32)c1 (configuration not stated)	0	-6	-10	-1.8	-2.8	-3.3	-0.7	0	-1
COc1cc2c(c(O)c1OC)C(=O)C(OC)CCC2 (configuration not stated)	6	9	-2	-1.0	-0.6	-3.0	2.0	-2	4
Cc1cc(C(=O)Nc2ccc(C)c(S(=O)(=O)N3CCOCC3)c2)c2ccccc2n1	-6	9	-20	13	0.0	0.3	1.4	7	3
OC(CNCC#Cc1ccccc1)c1ccccc1 (configuration not stated)	-18	0	-8	-1.6	-1.5	-2.5	-1.1	2	3

Complete entries from above. Order of screens: CCHF vOTU inh | GDH-TPI counter | BoNT-F LC inh | BoNT-A LC inh2 | FadD28 FP inh | Mtb UGM inh | BioA inh | Mtb FBA inh | PrPC surface inh
`Cc1cc(C(=O)Nc2ccc(C)c(S(=O)(=O)N3CCOCC3)c2)c2ccccc2n1` is entered as -6 | 9 | -20 | 13 | 0.0 | 0.3 | 1.4 | 7 | 3
`CCOC(=O)C1CCCN(C(=O)C2CCN(S(=O)(=O)c3cnc[nH]3)CC2)C1` (configuration not stated) is entered as 1 | 7 | -20 | 0.1 | -1.7 | -0.6 | -0.7 | 1 | 4

Returning to the listing with the 2 entries that preceded the break.
SMILES	CCHF vOTU inh	GDH-TPI counter	BoNT-F LC inh	BoNT-A LC inh2	FadD28 FP inh	Mtb UGM inh	BioA inh	Mtb FBA inh	PrPC surface inh
Cc1cc(C(=O)Nc2ccc(C)c(S(=O)(=O)N3CCOCC3)c2)c2ccccc2n1	-6	9	-20	13	0.0	0.3	1.4	7	3
OC(CNCC#Cc1ccccc1)c1ccccc1 (configuration not stated)	-18	0	-8	-1.6	-1.5	-2.5	-1.1	2	3
Cc1noc(C)c1NC(=O)N(C)C[C@H]1Oc2c(NC(=O)c3ccncc3)cccc2C(=O)N([C@H](C)CO)C[C@@H]1C	4	10	2	1.1	-0.4	-1.0	-0.5&-0.6	7	1
COc1cccc(C2CNC3(CCCC(C)C3)c3[nH]c4ccccc4c32)c1OC (configuration not stated)	-8	-1	4	-1.5	-5.8	-0.9	-1.0	0	-5
Cc1cc(C)c(OCC(=O)Nc2nnc(C3CC3)s2)c(C)c1	-7	7	5	5.9	0.6	.	.	5	-1
Cn1c(=O)n(CCOc2ccccc2Cl)c2ccccc21	10	-2	-17	-0.9	-0.5	0.0	-3.7	-5	-2
COc1cccc(CCNC(=O)COc2cccc3c2OC(C)(C)C3)c1	17	-1	-6	0.9	-2.9	-0.3	1.7	-2	8
Fc1ccc(-n2nnc(-c3ccccc3Cl)n2)cc1	-1	6	?	1.8	-1.4	1.8	-0.9	-1	5
O=C(Nc1ccc2c(c1)CCC2)c1ccc(Br)o1	12	-8	-4	-0.2	-5.8	3.5	1.8	1	-2
COc1ccc(/C=N\NC(=O)COc2ccc(Cl)cc2Cl)c(C(=O)O)c1OC	-8	4	3	1.1	-4.0	5.9	0.9	0	-7
CCC(C)C(=O)Nc1cc(C(=O)OC)cc(C(=O)OC)c1 (configuration not stated)	-16	6	10	0.0	0.1	-2.3	-2.1	-2	8
COC(=O)c1ccccc1NC(=O)CSc1nnc(CNS(=O)(=O)c2ccc(C)cc2)n1C	6	-1	1	0.0	-3.7	.	.	-3	-2
CCOc1cc2[nH]c(=S)n(Cc3ccc(C(=O)NCC(OC)OC)cc3)c(=O)c2cc1OCC	-6	-1	7	-1.2	-3.6	-0.9	-1.3	0	-2
CCN1CCc2c(sc(NC(=O)COc3ccccc3)c2C(=O)OC)C1	1	-6	3	-0.9	-2.9	-0.3	-0.6	3	-5
Cc1c(C(=O)N2CCCc3ccccc32)oc2ccccc12	14	-2	-3	-0.5	-3.3	-3.0	0.8	2	6
CC(=O)Nc1ccc(S(=O)(=O)N2CCC(N3CCCCCC3)CC2)cc1	21	6	0	1.1	-0.7	0.9	-0.6	-1	-9
COCc1nnc(NC(=O)c2ccc(S(=O)(=O)N(CC(C)C)CC(C)C)cc2)o1	20	10	-1	-0.3	-0.1	1.7	.	3	-8
CCC1Oc2ccccc2N(Cc2ccccc2C)C1=O (configuration not stated)	1	2	3	-0.1	-0.5	1.5	.	3	2
CCCOC(=O)c1ccc(NC(=O)c2cc(Cl)ccc2OC)cc1	-9	-8	1	-0.5	-4.5	4.0	-2.0	-2	-2
CC(C)(C)NC(=O)COC(=O)c1ccc(Cl)c(S(N)(=O)=O)c1	16	4	0	-0.6	-0.6	-0.4	.	1	5
COc1ccc(OC)c(NC(=O)CCCC(=O)NC2CCCCC2)c1	-7	0	.	.	-2.1	-2.4	-2.8	1	0
O=C(Nc1ccc([N+](=O)[O-])cc1)C1C(c2ccccc2)=C1c1ccccc1	-2	33*	3	0.5	0.4	1.6	.	3	-2
CC[N+]1(C)[C@@H]2CC[C@H]1CC(OC(=O)[C@H]1CCC(C(=O)OC3C[C@H]4CC[C@@H](C3)[N+]4(C)CC)(c3ccccc3)c3ccccc31)C2 (some centres not stated)	-2	15	-11	-0.5	-0.7	-1.0	-1.0	1	7
CCCCNC(=S)NNC(=O)c1csc(CC)c1	-3	-7	-6	-0.3	-3.5	0.0	2.7	-2	4
CC(C)C[C@@H]1NC(=O)[C@H](Cc2ccccc2)N(C)C(=O)[C@H](C)NC(=O)c2ccccc2NC(=O)[C@H](Cc2ccc(O)cc2)N(C)C1=O	4	7	-7	0.1	-1.9	-2.9	0.3	4	7

Compounds from the list above that contain a tert-butyl group:
SMILES	CCHF vOTU inh	GDH-TPI counter	BoNT-F LC inh	BoNT-A LC inh2	FadD28 FP inh	Mtb UGM inh	BioA inh	Mtb FBA inh	PrPC surface inh
CC(C)(C)S(=O)(=O)N1C[C@H]2C(=CC[C@@H]3C(=O)N(c4ccccc4)C(=O)[C@@H]32)[C@H]1CCO	5	-1	-4	0.5	-5.1	.	-1.7	-2	6
CC(C)(C)NC(=O)COC(=O)c1ccc(Cl)c(S(N)(=O)=O)c1	16	4	0	-0.6	-0.6	-0.4	.	1	5

Reprinted from above for reference:
SMILES	CCHF vOTU inh	GDH-TPI counter	BoNT-F LC inh	BoNT-A LC inh2	FadD28 FP inh	Mtb UGM inh	BioA inh	Mtb FBA inh	PrPC surface inh
CC(C)(C)S(=O)(=O)N1C[C@H]2C(=CC[C@@H]3C(=O)N(c4ccccc4)C(=O)[C@@H]32)[C@H]1CCO	5	-1	-4	0.5	-5.1	.	-1.7	-2	6
Oc1ccccc1/C=N/Nc1ccccc1	-11	8	-3	-0.7	1.3	0.9	.	3	2
O=C(COC(=O)Cc1ccc(F)cc1)NCc1ccco1	-5	-2	3	0.4	-2.1	1.2	.	5	-2
COc1ccc(COc2cccnc2N)cc1	-8	12	?	0.9	0.2	1.2	-1.2	1	4
NS(=O)(=O)c1cc(C(=O)OCC(=O)NC2CCCCCCC2)ccc1Cl	2	-6	-4	-1.9	-4.0	.	4.7	-1	3
Cc1ccc(-n2nc3ccc(N)cc3n2)cc1Cl	-76	6	-24	-3.7	0.0	2.6	-0.1	28*	-8

High-throughput results as filed in PubChem.
